High-throughput results from PubChem.
HePTP inh: blocks human HePTP tyrosine phosphatase; recombinant HePTP phosphatase activity, OD absorbance; P35236; inhibition, % at 20 µM; 0.64% of 110,000 active; AID 521; in the data active = inhibition above about 50%;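 note: plate controls were vehicle for no effect and reference inhibitor for full effect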
Target sequence (P35236 whole entry, looked up): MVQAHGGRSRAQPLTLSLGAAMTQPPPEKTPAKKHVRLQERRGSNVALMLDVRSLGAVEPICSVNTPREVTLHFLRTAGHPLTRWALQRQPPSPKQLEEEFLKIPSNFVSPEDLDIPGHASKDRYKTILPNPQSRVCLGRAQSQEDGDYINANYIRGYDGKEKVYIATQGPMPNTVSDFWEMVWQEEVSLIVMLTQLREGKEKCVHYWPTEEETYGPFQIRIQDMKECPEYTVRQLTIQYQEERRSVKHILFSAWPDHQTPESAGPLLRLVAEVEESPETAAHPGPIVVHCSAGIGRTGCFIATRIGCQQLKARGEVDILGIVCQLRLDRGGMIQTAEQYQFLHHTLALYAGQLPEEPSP
BAP1 inh: inhibitors of human BAP1 deubiquitinase | recombinant BAP1, Ub-AMC hydrolysis fluorescence kinetic; hits give low values | Q92560 | AID 436 | activity remaining (% of control), % at 20 µM | 0.48% of 72,000 active;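 active = activity remaining at or below 50% of control, provided the compound also passes the data quality filters; inactive = the rest, including low values that fail the filters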;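 note: 100% = DMSO wells rate and 0% = substrate alone blank rate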
Target sequence (Q92560 whole entry, looked up): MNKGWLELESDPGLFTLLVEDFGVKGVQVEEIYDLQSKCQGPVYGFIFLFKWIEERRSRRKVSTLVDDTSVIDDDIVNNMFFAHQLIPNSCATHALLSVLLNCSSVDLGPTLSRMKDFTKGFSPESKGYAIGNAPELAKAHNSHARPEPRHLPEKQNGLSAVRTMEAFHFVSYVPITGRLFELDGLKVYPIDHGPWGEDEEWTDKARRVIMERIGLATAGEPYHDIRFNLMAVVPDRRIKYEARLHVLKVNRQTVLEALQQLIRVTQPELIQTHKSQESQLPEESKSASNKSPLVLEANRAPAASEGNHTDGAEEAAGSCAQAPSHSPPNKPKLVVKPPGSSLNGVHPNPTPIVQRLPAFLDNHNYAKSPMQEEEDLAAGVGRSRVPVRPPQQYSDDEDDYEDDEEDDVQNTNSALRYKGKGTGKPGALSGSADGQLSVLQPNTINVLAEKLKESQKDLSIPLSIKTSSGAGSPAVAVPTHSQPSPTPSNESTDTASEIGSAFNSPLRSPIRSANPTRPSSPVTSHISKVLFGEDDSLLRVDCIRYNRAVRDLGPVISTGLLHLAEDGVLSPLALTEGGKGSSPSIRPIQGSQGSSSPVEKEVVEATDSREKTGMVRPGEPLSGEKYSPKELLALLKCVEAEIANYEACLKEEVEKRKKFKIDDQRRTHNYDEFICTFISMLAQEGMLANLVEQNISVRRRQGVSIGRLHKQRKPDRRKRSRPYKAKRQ
* marks the source's active call; other numbers are inactive results; / = not tested or not shown; & = joins results of further samples. No enrichment for hits; overall some 0.95% were active at least once.

SMILES	HePTP inh	BAP1 inh
CCN(CC)/C(=N/OCc1ccc(Cl)cc1Cl)c1nonc1N	-3.4	/
O=C(NCC1CCCO1)C(=O)Nc1ccccc1F (stereo not drawn)	-8.4	/
CCOC(=O)c1c(C)[nH]c(C(=O)CSc2nnc3sc4ccccc4n23)c1C	/	173.2
CCc1ccc(-c2c(C)sc(N)c2C(=O)OC)cc1	6.1	/
CN1CCN(/N=C/C=C/c2ccccc2)CC1	3.3	/
Cc1cccc(C)c1NC(=O)CSc1nnc([C@H](C)NC(=O)OC(C)(C)C)o1	4.5	99.6
CCOC(=O)N1CCN(C(=O)CSc2nnc(Cc3ccccc3)o2)CC1	9.0	89.7
C=CCSc1nc2c(c(=O)[nH]1)C(C)(C1CCCCC1)Cc1ccccc1-2 (stereo not drawn)	/	91.7
COc1cccc(C(=O)Nc2ccc3oc(-c4cccc(Br)c4)nc3c2)c1	5.2	/
Brc1cccc(-c2n[nH]c(-c3ccccc3)n2)c1	5.1	89.8
COC(=O)CSC1=C(C#N)C(c2ccc(Cl)cc2)C(C(=O)OC)C(=O)N1 (stereo not drawn)	-6.1	110.8
COc1cc(C(O)CO)ccc1O (stereo not drawn)	/	92.4
Cn1c(=O)c2c(nc(SCc3cccnc3)n2Cc2ccc(F)cc2)n(C)c1=O	/	97.1
O=C(CSc1nc2ccccc2o1)NC1CCCC1	3.8	/
CN(C)CCN1C(=O)c2oc3ccccc3c(=O)c2C1c1ccccc1 (stereo not drawn)	5.4	102.7
O=C(NCc1ccco1)c1cccc(NC(=O)c2ccccc2)c1	4.8	60.4
CC(=O)Nc1c(C(=O)c2ccccc2)oc2ccccc12	-1.8	92.0
Clc1cc(Br)ccc1OCCOCCN1CCOCC1	-8.5	113.5
COc1cccc(N2C(=O)CC(NCc3ccc(S(N)(=O)=O)cc3)C2=O)c1 (stereo not drawn)	-1.7	74.9
O=C(CSc1nnc(-c2ccco2)n1-c1ccccc1)N1CCc2ccccc21	5.6	127.0
C(=N\Nc1nn[nH]n1)/c1ccc(N2CCOCC2)cc1	-9.7	/
CN1CCc2c(c3c(n2C)CCN(C)[C@@H]3c2cccnc2)[C@H]1c1cccnc1	4.5	161.6
C=CCn1cc(C(=O)NCCCOC)c(=O)c2cc(S(=O)(=O)N(CC)CC)ccc21	-4.5	91.4
C=CCn1c(=S)[nH]c2ccc(Br)cc2c1=O	-1.1	127.8
Cc1cccc(NC(=O)C(=O)NCc2ccc3c(c2)OCO3)c1	8.4	/
Cc1cccc(Nc2nc(-c3c(C)nc4ccccn34)cs2)c1	8.7	/
COc1ccc(Cl)cc1C(=O)NCC(c1ccco1)N1CCCC1 (stereo not drawn)	9.6	/
CS(=O)(=O)c1ccc2nc(NC(=O)/C=C/c3ccc(F)cc3)sc2c1	-13.1	/
NC(=O)NC(=O)COC(=O)c1ccccc1Oc1ccccc1	3.4	/
CCOC(=O)C1=C(O)/C(=C/c2ccc(-c3ccccc3)cc2)SC1=Nc1ccc(OC)cc1	4.5	/
CCOC(=O)C1=CN(c2ccc(C)cc2)C=C(C(=O)OCC)C1c1cc(OC)c(OC)c(OC)c1	-4.3	/
CCOC(=O)Cc1c(C)n2nc(C)cc2[nH]c1=O	4.2	/
CC(=O)Oc1ccc(/C=c2\sc3nc4ccccc4n3c2=O)cc1	2.8	/
CN1CCN(Cc2nc3c([nH]2)c(=O)[nH]c(=O)n3C)CC1	7.7	88.3
CC(=O)c1c(C)[nH]c(C(=O)CSc2nnc(-c3ccco3)n2Cc2ccccc2)c1C	5.8	113.0
COC(=O)C(C#N)c1nc2ccccc2nc1N1CCCC1 (stereo not drawn)	-2.1	88.8
Cc1cc(Cl)ccc1OC(=O)/C=C/c1cccc([N+](=O)[O-])c1	10.5	/
O=C(OCCCN1C(=O)c2ccccc2C1=O)c1ccco1	32.9	96.5
FC(F)(F)c1nnc2ccc(-n3ccnc3)nn12	-6.1	100.2
CCCC(CCC)C(=O)NCCN1CCOCC1	7.5	94.4

For convenience, 7 of the compounds above.
SMILES	HePTP inh	BAP1 inh
COc1ccc(Cl)cc1C(=O)NCC(c1ccco1)N1CCCC1 (stereo not drawn)	9.6	/
CS(=O)(=O)c1ccc2nc(NC(=O)/C=C/c3ccc(F)cc3)sc2c1	-13.1	/
NC(=O)NC(=O)COC(=O)c1ccccc1Oc1ccccc1	3.4	/
CCOC(=O)C1=C(O)/C(=C/c2ccc(-c3ccccc3)cc2)SC1=Nc1ccc(OC)cc1	4.5	/
CCOC(=O)C1=CN(c2ccc(C)cc2)C=C(C(=O)OCC)C1c1cc(OC)c(OC)c(OC)c1	-4.3	/
CCOC(=O)Cc1c(C)n2nc(C)cc2[nH]c1=O	4.2	/
CC(=O)Oc1ccc(/C=c2\sc3nc4ccccc4n3c2=O)cc1	2.8	/

(list continues)
SMILES	HePTP inh	BAP1 inh
O=C(NCc1ccccc1Cl)C1CCN(S(=O)(=O)N2CCCCCC2)CC1	-1.8	98.5
COc1ccccc1NC(=O)c1c(NC(=O)c2ccccc2F)sc(-c2ccccc2)c1C	/	98.1
CCOC(=O)c1ccc(NC(=O)CN(c2ccccc2OCC)S(=O)(=O)c2ccccc2)cc1	103.9*	/
CC(NC(=O)c1ccc(N(C)C)cc1)C(c1cccs1)N1CCN(C)CC1 (stereo not drawn)	/	144.9
COc1cc(C#N)ccc1OCC(=O)c1ccc2c(c1)OCCO2	4.6	96.6
CCc1c(C#N)c(N)nc2sc(C(=O)c3cccs3)c(N)c12	-11.8	/
CCCOc1ccc(-c2ccc(-c3nc(-c4cccnc4)no3)cc2)cc1	12.5	/
CCOC(=O)c1ccccc1NC(=O)C(C)Oc1ccccc1 (stereo not drawn)	8.1&10.7	93.2
COC(=O)CCC(=O)Nc1cccc(C(N)=O)c1	8.7	/
COCCNC(=S)Nc1c(C)n(C)n(-c2ccccc2)c1=O	1.7	/
CC(c1ccccc1)N1C(=O)c2ccc(C(=O)c3ccc(C(=O)O)cc3)cc2C1=O (stereo not drawn)	-13.7	/
CC(C)c1c(O)nc(SCc2ccccc2)[nH]c1=O	8.8	104.5
O=C(O)CCN=C1CCc2ccccc2N1	10.6	/
N=c1c(S(=O)(=O)c2ccc(Cl)cc2)cc2c(=O)n3ccccc3nc2n1CCN1CCOCC1	14.4	122.2
CCS(=O)(=O)NCCc1csc(C)n1	4.5	106.7
Cc1cc(NC(=O)COC(=O)c2c(C)nn(-c3ccccc3)c2C)no1	-6.2	106.3
CCOC(=O)c1ccc2ncc(C(=O)OCC)c(NCCCN3CCOCC3)c2c1	7.3	64.1
CCCN1CCN(CCCNC(=O)Cn2nc(-c3ccccc3)ccc2=O)CC1	-7.6	98.3
Cc1ccc(Cn2nnc3c(=O)n(CC(=O)NCC4CCCO4)cnc32)cc1 (stereo not drawn)	-2.0	114.3
COc1ccc(OCCSc2nc3ccccc3c(=O)[nH]2)cc1	-12.5&-15.1	81.1
COc1cccc(-c2nnc3n2N=C(c2cccc(Br)c2)CS3)c1	-2.1	111.5
COc1ccc(C(=O)NCC(=O)NC2=NCCS2)cc1	8.4	84.2
Cc1ccc(-c2nc3ncccc3o2)cc1NC(=O)c1cc([N+](=O)[O-])ccc1Cl	-0.5	/
COc1ccc(Cl)cc1S(=O)(=O)N1CCN(CC(=O)C(C)(C)C)CC1	6.8	96.3
O=C1OC(c2ccc(Oc3ccccc3)cc2)=C/C1=C/c1ccco1	101.4*	/
O=C1CCCC2=C1C(c1ccccc1)Nc1ccccc1N2 (stereo not drawn)	4.0	/
CC(=C1C(=O)c2ccccc2C1=O)N1CCN(Cc2ccccc2)CC1	8.4	68.2
CCN(CC)c1cc2nonc2c2nonc12	-3.2	85.0
Cc1ccc(C(C)NC(=O)C2CCCO2)cc1C (stereo not drawn)	9.2	93.8
CCOC(=O)C1C(=O)C=C(Nc2ccc(OC)cc2)CC1c1ccccc1 (stereo not drawn)	-5.0	/
CC(C)OCCCNC(=O)c1c(N)n(/N=C/c2ccccn2)c2nc3ccccc3nc12	-6.2	95.5
O=C(O)CCN1C(=O)/C(=C/c2cn(-c3ccccc3)nc2-c2ccc(Br)cc2)SC1=S	101.3*	/
Cc1cccc(OCC(=O)O/N=C(\N)Cc2ccc([N+](=O)[O-])cc2)c1	0.0	/
Cc1cccc(C2(c3cccc(C)c3)CC2C(=O)N2CCCCC2)c1 (stereo not drawn)	-3.8	/
CCC(C)(NC(=O)CNC(C)=O)C(=O)NC1CCCCC1 (stereo not drawn)	4.1	94.3
Cc1ccc(S(=O)(=O)NN2C(=O)/C(=C/c3ccc(F)cc3)SC2=S)cc1	4.2	/
O=C(Nc1cccc(Cl)c1Cl)C1COc2ccccc2O1 (stereo not drawn)	5.3	/
CC(C)COC(=O)c1ccc2c(c1)C(=O)N(c1ccc(Oc3ccccc3)cc1)C2=O	/	89.5
O=C(/C=C/c1ccc([N+](=O)[O-])cc1)Nc1ccccc1C(=O)Nc1cccc(C(=O)O)c1	17.6	/
COc1ccc(CN2CC(C(=O)NCCCN3CCCCCC3)CC2=O)cc1 (stereo not drawn)	2.8	89.4
Cc1nc(N(CCC#N)CCC#N)sc1C(C)(C)C	-4.1	/
CCn1c(N)c(C(N)=O)sc1=S	5.2	77.1
CCC(C(=O)Nc1nc2ccc(C)cc2s1)c1ccccc1 (stereo not drawn)	-13.0	/
Cc1ccc(C)c(NC(=O)C2C3C4CCC(C4)C23)c1 (stereo not drawn)	1.6	/
O=C1c2ccccc2C(=O)N1CCCc1nc(-c2ccc(Cl)cc2)no1	7.5	101.4
Cc1ccc2nc(C)c(C)nc2c1N	7.6	100.7
COc1ccccc1N1CCN(C(=O)c2cc(-c3cccs3)on2)CC1	0.3	111.2
Cc1c(N=Cc2ccc(N(C)C)cc2)c(=O)n(-c2ccccc2)n1C	/	144.0
CCOC(=O)c1[nH]c2ccccc2c1NC(C)=O	-3.1	95.8
O=C(CSC1=NCCS1)N1CCN(c2ccccc2)CC1	/	122.0
COc1ccc(C2NC(=O)NC(C)=C2C(=O)OCCSC)cc1 (stereo not drawn)	5.1	/
O=S(=O)(N=Cc1ccccc1)c1cccs1	/	51.8
Cc1ccc(-n2nc3cc(C)c(NC(=O)COc4ccc(Cl)cc4)cc3n2)cc1	1.3	/
O=C1/C(=C/c2cccs2)SC(=S)N1CCC(=O)N1c2ccccc2Sc2ccccc21	-1.6	/
COc1ccc(C2C3C(=O)N(c4ccccc4Cl)C(=O)C3ON2c2ccccc2)cc1 (stereo not drawn)	4.4	55.3
CCN(CCCNC(=O)C1CCN(S(=O)(=O)c2cccc3nonc23)CC1)Cc1ccccc1	9.0	97.0
Cc1cc(Br)ccc1OCC(=O)O/N=C(\N)c1ccccn1	-6.3	/
OC(CCN1CCCCC1)(c1ccccc1)C1CCCCC1 (stereo not drawn)	10.9	80.3&94.7
Cc1ccc2nc(-c3ccccc3Cl)cc(C(=O)Nc3cc(C)on3)c2c1	8.9	68.0
COc1ccccc1OCC(=O)Nc1ccc(C(C)=O)cc1	-7.2	/

Part of the list above, with bars between the fields:
canonical_smiles | HePTP inh | BAP1 inh
Cc1nc(N(CCC#N)CCC#N)sc1C(C)(C)C | -4.1 | /
CCn1c(N)c(C(N)=O)sc1=S | 5.2 | 77.1
CCC(C(=O)Nc1nc2ccc(C)cc2s1)c1ccccc1 (stereo not drawn) | -13.0 | /
Cc1ccc(C)c(NC(=O)C2C3C4CCC(C4)C23)c1 (stereo not drawn) | 1.6 | /
O=C1c2ccccc2C(=O)N1CCCc1nc(-c2ccc(Cl)cc2)no1 | 7.5 | 101.4

(cont.)
SMILES	HePTP inh	BAP1 inh
O=C(O)CCC(=O)N(Cc1cccs1)Cc1cccs1	0.1	76.8
Cc1ccc(C(=O)N2CCN(C)CC2)cc1S(=O)(=O)N1CCCCC1	-5.3	/
CCN1CCN(Cc2ccc(OC)c(OCc3ccccc3)c2)CC1	-5.0	84.9
CN1/C(=C\C(=O)Nc2ccc(Cl)cc2)c2ccccc2CC1(C)C	7.2	/
COc1ccc(NC(=O)N2CCC(O)(c3cccnc3)CC2)c(OC)c1	1.8	93.6
O=C(Nc1ccncc1)c1cccs1	3.1	92.0
CCCC1=[N+](CC)CCn2c(C)ccc21	5.2	117.7
CCOC(=O)c1ccc(-n2c(C)cc(/C=C3\SC(=S)NC3=O)c2C)cc1	5.4	/
Cc1cc(C)cc(N(CC(=O)NC2CCC(C)CC2)S(=O)(=O)c2c(C)noc2C)c1 (stereo not drawn)	3.1	97.0
COc1ccc(-n2c(SCC(=O)c3ccccc3)nc(O)c(Cc3ccccc3)c2=O)cc1	-1.4	/
O=c1cc(N2CCCC2)[nH]c(=O)n1-c1ccc(Cl)cc1	/	103.0
C=CCN=C(NC#N)SCC(=O)NC(C)(C)C	-11.3	93.8
O=C(O)C(Oc1ccc2c3c(c(=O)oc2c1)CCC3)c1ccccc1 (stereo not drawn)	-13.3	271.6
CC(=O)Nc1cc(NC(C)=O)cc(C(=O)NC(C)(C)C)c1	-8.7	106.2
CCCN(CCC)CC(O)COC1CCC(C(C)(C)C)CC1 (stereo not drawn)	-11.6	/
O=C1C(Cl)=C/C(=N\S(=O)(=O)c2ccc(Cl)cc2)C(Cl)=C1Cl	4.6	/
Cn1c(=O)cc(SCC(=O)N2CCN(C3CCCCC3)CC2)c2ccccc21	5.0	87.7
COC(=O)c1cc(=O)[nH]c(SCc2cccc(C)c2)n1	4.2	90.1
O=C(C(Cc1ccccc1)n1cccc1)N1CCc2ccccc21 (stereo not drawn)	-3.6	84.2
Clc1cccc(CN2CCN(Cc3ccncc3)CC2)c1	-0.4	/
N#CC1=C(N)N2C(=C(C#N)C1c1ccccc1)Sc1ccccc12 (stereo not drawn)	8.9	61.7
COCCNC(=O)COc1ccc(Cl)cc1	3.9	/
